D1 antag = blocks dopamine activation of the human D1 receptor. HEK293 TREx D1 cells, calcium flux, dopamine EC80; stronger effect = lower value. activity change, negative = inhibition, % at 10 µM. 3.2% of 360,000 active; in the data active = activity change below about -30%; note: % is set by controls: 0 for no effect and ±100 for the full control effect
Target sequence (P21728 whole entry, looked up): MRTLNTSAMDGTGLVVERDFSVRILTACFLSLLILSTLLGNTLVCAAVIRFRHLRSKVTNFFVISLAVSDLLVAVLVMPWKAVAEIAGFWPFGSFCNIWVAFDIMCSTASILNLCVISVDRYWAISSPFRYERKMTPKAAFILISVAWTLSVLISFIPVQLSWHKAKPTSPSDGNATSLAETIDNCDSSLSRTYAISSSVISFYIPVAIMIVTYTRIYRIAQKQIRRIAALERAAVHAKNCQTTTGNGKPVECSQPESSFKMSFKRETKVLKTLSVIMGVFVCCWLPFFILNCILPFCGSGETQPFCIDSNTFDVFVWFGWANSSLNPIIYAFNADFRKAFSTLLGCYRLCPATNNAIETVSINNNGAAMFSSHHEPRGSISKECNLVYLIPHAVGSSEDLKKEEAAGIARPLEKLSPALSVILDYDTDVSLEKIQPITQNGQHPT
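Compound effects on dopamine-evoked calcium signalling were measured in tetracycline-induced HEK293 Trex D1 cells. Dopamine at EC80 followed a 180 s compound pre-read, and fluorescence was tracked kinetically for 180 s more.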
D1 PAM = potentiators of human D1 dopamine receptor; P21728; HEK293 TREx D1 cells, calcium flux, dopamine EC20 potentiation; potentiation, % at 10 µM; 0.036% of 360,000 active; in the data active = potentiation above about 30%; note: 0% is about no effect
D2 PAM = positively modulates the human D2 dopamine receptor allosterically | 0.34% of 340,000 active | HEK293 T-REx D2, calcium flux, EC20 dopamine potentiation | P14416 | potentiation, % at 10 µM;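 active = potentiation over 3 SD above the plate norm, cut at about 30% in these data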; note: 0% is about no effect
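Calcium flux readout, no-wash dye, 1 read/s. Inducible HEK293 Trex D2 line, overnight 30 C. Compound alone 180 s (agonist flags), then EC20 dopamine, another 180 s to score potentiation.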
D2 antag = antagonists of human D2 dopamine receptor; P14416; 2% of 340,000 active; inhibition, % at 10 µM; HEK293 TREx D2 cells, calcium flux, dopamine EC80; in the data active = inhibition above about 30%; note: 0% is about no effect
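Calcium mobilization kinetics were recorded at 1 s intervals in tetracycline-induced HEK293 T-REx D2 cells, first for 180 s after compound addition and then 180 s after EC80 dopamine.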
D1 agonist = human D1 receptor agonism. P21728. HEK293 T-REx D1 cells, calcium flux, agonist mode. activation, % at 2 µM. 1% of 360,000 active; in the data active = activation above about 30%; note: 0% is about no effect
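Tetracycline-induced HEK293 TREx D1 cells, force-coupled to calcium signalling, were dye-loaded with a no-wash calcium kit. Compound was pin-added after a 10 s baseline. Fluorescence was read kinetically at 1 cycle/s for 180 s, with calcium rises flagged as agonism.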
RXFP1 antagonist = RXFP1 (human) relaxin receptor antagonism. AID 1259400. HEK293-RXFP1, relaxin-stimulated cAMP HTRF, 30 min; stronger effect = lower value. activity change, negative = inhibition, % at 57.5 µM. 0.59% of 350,000 active. Q9HBX9;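 active = activity change of -60% or lower, but not beyond a set lower limit; inconclusive = change between -60% and -40%, or beyond the set limit; inactive = change above -40%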; note: % is set by controls: 0 for no effect and ±100 for the full control effect
D2 agonist = D2 dopamine receptor (human) agonism. HEK293 T-REx D2 cells, calcium flux agonist mode. activation, % at 2 µM. 0.53% of 340,000 active. AID 485358;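 active = activation over 3 SD above normal in the single-dose calcium agonist read, cut at about 30% in these data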; note: 0% is about no effect
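Calcium-flux readout, 1 cycle/sec over 180 s following compound pin transfer, in inducible HEK293 Trex D2 cells (force-coupled); dopamine controls included. Positive calcium responses during this window marked compounds as potential agonists.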
TRHR PAM = allosteric enhancers of human TRH receptor; P34981; TRHR cells, fluo-8 calcium fluorescence, EC20 TRH enhancement; enhancement, % at 2 µM; 0.66% of 360,000 active; AID 493056; in the data active = enhancement above about 30%; note: 0% is about no effect
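Enhancer read-out: after compound pinning and an initial kinetic agonist-mode read, an EC20 of TRH (10 nM final) was injected and fluo-8 calcium signal (Ex 480/Em 530) followed at 1 s/cycle for 100 cycles in TRHR-expressing cells.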
RXFP1 ag = agonists of human relaxin receptor RXFP1. HEK293T-RXFP1 cAMP TR-FRET, 30 min; response scale: percent of porcine relaxin response, buffer zero. 0.3% of 370,000 active. Potency, µM (highest dose often 57.5 µM), for the others: at the top dose activation, actives largely listed as activators. AID 2676; active = well fitted activation curve with a large enough effect; inconclusive = small, poorly fitted or top-dose-only effect; note: potency is the fitted concentration of half-maximal effect; % is set by controls: 0 for no effect and ±100 for the full control effect; nearly all actives have a fitted effect of over 60% in size; many of its hits are not listed in these tables
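Agonist response is measured as cAMP accumulation in an RXFP1-transfected HEK293T line under PDE4 inhibition. Values are scaled between buffer-only and 29 nM porcine relaxin, and EC50s come from standard Hill equation fits.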
Active calls of the source: *; ? = inconclusive; nt = no result given.

[1] CCCC(=O)Nc1nn(C)c2nc3ccc(C)cc3cc12
[2] COC(=O)c1c(-c2cccs2)csc1NC(=O)c1ccc(C)cc1
[3] CN1CCN(C(CNC(=O)C(=O)Nc2cccc(Cl)c2)c2ccc3c(c2)OCO3)CC1 (stereo not drawn)
[4] Cc1cc(C)n(-c2nc3c(c(=O)[nH]c(=O)n3C)n2Cc2ccc(F)cc2)n1
[5] O=C(NC1CCCC1)C(c1ccncc1)N(C(=O)c1csnn1)c1ccc(Cl)cc1 (stereo not drawn)
[6] O=C(NCC1CC1)c1ccc(Nc2nc3ccc(Br)cc3[nH]2)cc1
[7] Cc1cccc(-n2c(Cc3cc(=O)[nH]c(=O)[nH]3)nnc2SCC(=O)N2CCCCC2)c1
[8] COc1ccc(-n2ccc(=O)c(C(=O)O)n2)c(OC)c1
[9] Brc1ccc(/C=N/Nc2nncc(-c3ccccc3)n2)o1
[10] COc1ccc(NC(=O)NNC(=O)COc2ccc(Cl)cc2C)cc1OC

entry no.	1	2	3	4	5	6	7	8	9	10
D1 antag	0	11	-3	6	8	-9	2	1	4	-3
D1 PAM	-2	1	-4	0	11	-5	-3	-5	-4	2
D2 PAM	1	14	2	0	4	4	-4	2	0	-8
D2 antag	26	nt	nt	1	0	1	3	0	-3	-17
D1 agonist	1	1	24	-3	1	2	3	1	2	6
RXFP1 antagonist	-9	4	2	-6	12	nt	7	-5	nt	-5
D2 agonist	-1.5	2.4	nt	-0.8	0.5	0.1	0.7	0.3	0.1	-0.6
TRHR PAM	-5	29	6	-2	2	2	-2	-6	0	0
RXFP1 ag	0.9%	8.3%	-0.2%	1.6%	-0.3%	0.3%	1.5%	1.8%	-0.1%	-4.6%

Rewritten tab-delimited: entries from further up.
no.	mol	D1 antag	D1 PAM	D2 PAM	D2 antag	D1 agonist	RXFP1 antagonist	D2 agonist	TRHR PAM	RXFP1 ag
5	O=C(NC1CCCC1)C(c1ccncc1)N(C(=O)c1csnn1)c1ccc(Cl)cc1 (stereo not drawn)	8	11	4	0	1	12	0.5	2	-0.3%
6	O=C(NCC1CC1)c1ccc(Nc2nc3ccc(Br)cc3[nH]2)cc1	-9	-5	4	1	2	nt	0.1	2	0.3%
7	Cc1cccc(-n2c(Cc3cc(=O)[nH]c(=O)[nH]3)nnc2SCC(=O)N2CCCCC2)c1	2	-3	-4	3	3	7	0.7	-2	1.5%
8	COc1ccc(-n2ccc(=O)c(C(=O)O)n2)c(OC)c1	1	-5	2	0	1	-5	0.3	-6	1.8%
9	Brc1ccc(/C=N/Nc2nncc(-c3ccccc3)n2)o1	4	-4	0	-3	2	nt	0.1	0	-0.1%
10	COc1ccc(NC(=O)NNC(=O)COc2ccc(Cl)cc2C)cc1OC	-3	2	-8	-17	6	-5	-0.6	0	-4.6%

Single records (already shown).
`COc1ccc(-n2ccc(=O)c(C(=O)O)n2)c(OC)c1` reads D1 antag: 1; D1 PAM: -5; D2 PAM: 2; D2 antag: 0; D1 agonist: 1; RXFP1 antagonist: -5; D2 agonist: 0.3; TRHR PAM: -6; RXFP1 ag: 1.8%
`CCCC(=O)Nc1nn(C)c2nc3ccc(C)cc3cc12` reads D1 antag: 0; D1 PAM: -2; D2 PAM: 1; D2 antag: 26; D1 agonist: 1; RXFP1 antagonist: -9; D2 agonist: -1.5; TRHR PAM: -5; RXFP1 ag: 0.9%

(more compounds)
[11] Cc1cc(C(=O)N/N=C/c2c(C)nn(-c3ccccc3)c2C)n[nH]1
[12] O=C1c2ccccc2C(Nc2ccc3nc(-c4cccnc4)[nH]c3c2)N1Cc1ccco1 (stereo not drawn)
[13] CCC(C)c1c(O)nc(SCC(=O)N2CCCCCC2)[nH]c1=O (stereo not drawn)
[14] CC(=O)Nc1cccc(NC(=O)CN2c3cccc4cccc(c34)S2(=O)=O)c1
[15] O=C(c1ccccc1)N1CCCc2ccccc21
[16] N/C(=N\OC(=O)C12CC3CC(CC(C3)C1)C2)c1ccccc1
[17] Cc1nn(CCC(=O)NNC(=S)Nc2ccc([N+](=O)[O-])cc2)c(C)c1[N+](=O)[O-]
[18] CCc1cccc2c(C(=O)COC(=O)c3cccc(S(=O)(=O)N(C)C4CCCCC4)c3)c[nH]c12
[19] NC(=O)c1ccccc1OCC(=O)c1ccc(Cl)cc1
[20] CC(=O)c1cc(-c2ccc(F)cc2)n(CCC(=O)NCc2ccccc2C)c1C

entry no.	11	12	13	14	15	16	17	18	19	20
D1 antag	-13	-13	4	-1	-2	3	4	-2	-4	3
D1 PAM	0	4	-1	nt	-4	-3	2	0	5	-4
D2 PAM	-4	21	-6	-3	13	nt	-5	-3	-3	-5
D2 antag	-15	5	16	2	17	nt	-15	18	-1	nt
D1 agonist	5	0	1	6	1	2	0	1	2	0
RXFP1 antagonist	-24	-9	-3	2	-10	14	-6	4	-5	-13
D2 agonist	0.4	-2.6	-0.9	0.2	-0.2	nt	1.8	0.4	0.2	-0.2
TRHR PAM	2	5	3	2	1	2	3	1	0	-1
RXFP1 ag	2.2%	0.7%	2.8%	3.9%	1.0%	2.7%	-0.5%	0.3%	1.2%	1.9%

[21] COC(=O)C1C(=O)c2c([nH]c(C(=O)OC3CCCC3)c2C)CC1C (stereo not drawn)
[22] COc1ccc(OCc2cc(C(=O)NCC3CCOCC3)no2)c(Cl)c1
[23] CCN1CCN(c2ccc(NC(=O)c3cc4ccccc4cc3OC)cc2C)CC1
[24] Cn1nc(C(=O)N2CCc3ccccc3C2)c2ccccc2c1=O
[25] COc1cccc(-c2ccnc3c(-c4ccccc4)c(C)nn23)c1
[26] CC(=O)N1c2ccc(S(=O)(=O)NCC3CCC(C(=O)N4CCCCC4)CC3)cc2CC1C (stereo not drawn)
[27] COc1ccc(NC(=O)CCn2c(=O)c3cccn3c3cccnc32)cc1Cl
[28] CCC1CCCCN1CCCNC(=O)C1CCCN(c2ncnc3c2nc2n3CCCCC2)C1 (stereo not drawn)

entry no.	21	22	23	24	25	26	27	28
D1 antag	-15	-5	-11	-1	8	-2	-8	-29
D1 PAM	-4	1	-6	-5	-6	-4	1	-6
D2 PAM	11	-8	-13	0	-2	2	2	5
D2 antag	-2	-10	-10	0	nt	3	nt	2
D1 agonist	0	14	17	5	0	3	1	1
RXFP1 antagonist	-8	24	-20	-14	nt	25	2	10
D2 agonist	0.9	-1.3	1.0	1.4	0.3	-0.3	-0.8	-1.3
TRHR PAM	5	-2	5	8	3	0	3	2
RXFP1 ag	2.8%	1.7%	1.3%	0.5%	-0.7%	0.3%	?	11%

A portion of the library; the hit share may differ from the screen's.
